SR-BI HDL uptake: inhibitors of mouse SR-BI mediated HDL lipid uptake; Q61009; ldlA[mSR-BI] CHO cells, DiI-HDL uptake fluorescence, 3 h; inhibition, % at 12.5 µM; actives 0.96% (n = 320,000); AID 488896;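 active = mean replicate inhibition of at least 70% and a set share of replicates each scoring 70 or more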;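 also: 0% = median of neutral control wells and 100% = median of positive control wells; values of inactives mirror those of a sister screen read the other way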
Target sequence (Q61009 whole entry, looked up): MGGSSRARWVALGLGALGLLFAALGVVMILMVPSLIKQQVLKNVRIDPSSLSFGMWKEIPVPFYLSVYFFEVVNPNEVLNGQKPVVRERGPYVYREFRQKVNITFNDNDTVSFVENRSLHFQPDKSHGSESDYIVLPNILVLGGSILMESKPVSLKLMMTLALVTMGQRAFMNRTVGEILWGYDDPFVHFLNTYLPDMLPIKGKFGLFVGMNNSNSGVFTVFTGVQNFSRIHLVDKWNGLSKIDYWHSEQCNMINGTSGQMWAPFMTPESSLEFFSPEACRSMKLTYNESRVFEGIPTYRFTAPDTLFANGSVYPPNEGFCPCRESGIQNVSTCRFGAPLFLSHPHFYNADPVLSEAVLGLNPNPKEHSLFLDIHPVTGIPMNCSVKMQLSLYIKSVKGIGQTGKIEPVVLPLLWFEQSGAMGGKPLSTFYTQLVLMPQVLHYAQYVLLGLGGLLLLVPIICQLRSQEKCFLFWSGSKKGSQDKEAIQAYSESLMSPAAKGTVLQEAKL
NSD2 inh: blocks human histone methyltransferase NSD2; actives 0.54% (n = 310,000); AID 743445; NSD2 peptide methylation, AlphaScreen, 120 min; inhibition, % at 12.5 µM; in the data active = inhibition above about 50%
Rtt109 HAT inh: inhibitors of Candida albicans Rtt109/Vps75 histone acetyltransferase; Q5AAJ8; purified Rtt109/Vps75, ThioGlo CoA-SH fluorescence, 4 h; inhibition, % at 34.9 µM; actives 0.16% (n = 330,000); AID 540336;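 active = inhibition of at least 50% in every replicate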
Target sequence (Q5AAJ8 whole entry, looked up): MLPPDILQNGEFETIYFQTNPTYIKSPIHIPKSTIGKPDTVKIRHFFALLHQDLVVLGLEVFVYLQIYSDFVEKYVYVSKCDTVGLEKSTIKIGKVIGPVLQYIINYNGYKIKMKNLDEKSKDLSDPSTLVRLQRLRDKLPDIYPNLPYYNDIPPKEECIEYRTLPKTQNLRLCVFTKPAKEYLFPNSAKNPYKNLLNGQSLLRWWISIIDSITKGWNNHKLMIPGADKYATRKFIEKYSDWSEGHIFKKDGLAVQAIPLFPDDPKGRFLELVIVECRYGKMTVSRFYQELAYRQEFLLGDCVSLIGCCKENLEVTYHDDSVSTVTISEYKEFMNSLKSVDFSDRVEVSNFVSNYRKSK
SR-BI uptake up: activators of SR-BI mediated HDL lipid uptake; CHO ldlA[mSR-BI] cells, DiI-HDL uptake fluorescence, 3 h; 100 = double the neutral-control signal; activation, % at 12.5 µM; actives 0.096% (n = 320,000); AID 504775;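 active = mean replicate activation of at least 60% and every replicate at or above 60%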;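 also: 0% = median plate neutral-control signal and 100% = twice that signal; values of inactives mirror those of a sister screen read the other way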
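Test system: SR-BI-overexpressing, LDLR-lacking CHO cells. Measured by: DiI fluorescence, bottom read. Medium: Ham's F12 with 0.5% BSA, HEPES 25 mM, pH 7.4. Timing: 3 h uptake period with compound, 37 °C.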
MITF TRPM1 HTS: increases MITF-driven TRPM1 promoter luciferase signal | actives 0.75% (n = 300,000) | activation, % at 12.5 µM | AID 588334 | SK-MEL-5 TRPM1-promoter luciferase, 24 h; % of positive control, neutral wells = 0;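 active = mean activation of at least 80% with every replicate also reaching 80%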;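 also: 0% = neutral control wells and 100% = parthenolide positive control wells; values of inactives mirror those of a sister screen read the other way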
CAL PDZ FP-1: CAL PDZ (human) peptide binding inhibition | Q9HD26 | actives 0.92% (n = 300,000) | purified CAL PDZ, TMR-peptide fluorescence polarization, 1 h | inhibition, % at 24.9 µM | AID 602252;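 active = mean inhibition of at least 30% with at least half of replicates also reaching 30%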;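 also: 0% = DMSO neutral control and 100% = excess unlabeled competitor peptide PRC23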
dFosB act: mouse delta FosB homodimer activation | P13346 | purified delta FosB, TAMRA-CDK5 oligo fluorescence polarization; percent of positive-control signal above neutral wells | activation, % at 25 µM | actives 0.99% (n = 340,000);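 active = mean activation above about 17%, with every replicate also reaching it, limit read from the data, passing the limit was not always enough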;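 also: fluorescence polarization rise as delta FosB binds a TAMRA Cdk5 AP-1 oligo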
PvdQ inh: P. aeruginosa PvdQ acylase inhibition | actives 0.063% (n = 340,000) | purified PvdQ acylase, fluorescence plate reader | inhibition, % at 10 µM; in the data active = inhibition above about 30%, passing the limit was not always enough;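 also: 0% = vehicle neutral wells and 100% = reference inhibitor wells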
CAL PDZ FP-2: blocks peptide binding to human CAL PDZ domain; Q9HD26; purified CAL PDZ, TMR-peptide fluorescence polarization, 1 h; inhibition, % at 20 µM; actives 0.02% (n = 330,000); AID 504414;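 active = highest replicate inhibition of at least 40%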;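 also: plate controls were DMSO neutral control wells for no effect and unlabeled competitor peptide control wells for full effect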
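material = purified tagged CAL PDZ domain construct (CerCALP) | compound dosing = 20 µM, one dose | times = 1 h at RT | measured by = fluorescence polarization from S- and P-plane intensities, G-factor corrected | read-out = inhibition from polarization loss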
PfHsp90 yeast 2: growth inhibition of yeast expressing Plasmodium Hsp90; S. cerevisiae expressing PfHsp90, BacTiter-Glo ATP, 48 h; yeast lacking PDR1 and PDR3 efflux regulators; inhibition, % at 9.4 µM; actives 0.32% (n = 310,000);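 active = every replicate shows inhibition above about 80%, whatever the replicate mean, limit read from the data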;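 also: 0% = DMSO neutral controls and 100% = 20 µM radicicol positive controls; yeast relying on Plasmodium falciparum Hsp90 in place of its own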
Active calls of the source: *; · = not tested or not shown.

SMILES	SR-BI HDL uptake	NSD2 inh	Rtt109 HAT inh	SR-BI uptake up	MITF TRPM1 HTS	CAL PDZ FP-1	dFosB act	PvdQ inh	CAL PDZ FP-2	PfHsp90 yeast 2
COc1ccc2cc(C3OCCO3)c(Cl)nc2c1	-7	-3	-4	7	52	-2	-4	-11	-0.6	19
O=C(Cn1cc(C(F)(F)F)cc(Cl)c1=O)Nc1cc(S(=O)(=O)N2CCOCC2)ccc1Cl	-2	-1	6	2	4	-2	-5	-7	0.6	13
O=C(CCC(=O)N1CCCC1)Nc1ccc([N+](=O)[O-])cc1	-13	13	14	13	-10	-11	-13	-3	0.3	5
CCCCCN(C(=O)CSc1n[nH]c(-c2ccc(C)cc2)n1)c1c(N)n(CCCC)c(=O)[nH]c1=O	17	1	4	-17	15	3	10	-5	-4.4	4
CC(C)CC(=O)NC1(C(F)(F)F)NC(=O)N(c2ccccc2)C1=O (stereo unspecified)	-14	0	-1	14	1	1	1	-13	-2.3	·
C=CCn1c(NC(=O)c2ccc(Br)o2)c(C(=O)OCC)sc1=S	-4	2	-3	4	-3	0	-1	1	-1.9	-28
COC(=O)C1=C(N)Oc2cc(C)oc(=O)c2C1c1cccnc1 (stereo unspecified)	-22	0	1	22	·	-6	-2	-12	0.3	·
C=CCN(c1ccccc1OC)S(=O)(=O)c1cccc(C(=O)OCC(=O)N2CCOCC2)c1	2	0	25	-2	4	-2	-1	-2	-0.5	-2
CN(C)c1nc2ccc(OCCN3CCCCC3)cc2s1	11	2	-6	-11	30	0	3	-16	-1.2	-18
O=C(Nc1ccc(CSc2ccccc2)cc1)c1ccc(CN2CCOCC2)cc1	18	-2	2	-18	-13	-4	-5	-13	-0.9	1
Cc1ccc(NC(=O)COC(=O)c2ccc([N+](=O)[O-])o2)cc1S(=O)(=O)N1CCCCC1	-14	-1	-4	14	8	2	-10	-22	-0.6	-25
O=C(Nc1nnc(-c2ccccc2Cl)o1)c1nc2ccccc2s1	-10	·	13	10	2	·	-2	4	-2.6	19
CC(=O)NC12CC3CC(C1)CC(C(=O)Nc1ccc(C)c(S(=O)(=O)N4CCCCCC4)c1)(C3)C2	44	0	5	-44	-15	-3	-17	6	-1.4	-14
Cc1cn(CCC(=O)Nc2ccc(N3CCOCC3)cc2)c2ccccc12	31	7	4	-31	81*	-5	-5	0	0.5	-5
Cc1cc(-c2nnc(SCC(=O)Nc3nc(-c4ccccc4)cs3)o2)no1	-44	-2	36	44	8	-3	-8	6	-0.4	3
Brc1ccc(NC2=Nc3ccccc3CC2)cc1	12	2	14	-12	76	-2	-5	7	-1.0	6
CC(C)CN(C(=O)CSc1nnc2c(Cl)cc(C(F)(F)F)cn12)C1CCS(=O)(=O)C1 (stereo unspecified)	-11	-1	-1	11	·	0	-4	-7	-0.5	·
COc1ccc([N+](=O)[O-])cc1NCc1ccccc1	56	-4	4	-56	16	-2	3	-2	1.0	12
Fc1ccc(COc2cccc(-c3n[nH]c(=S)o3)c2)cc1	-12	1	1	12	-11	-5	1	6	-3.0	·
N#CCC(=O)N/N=C/c1ccc(OCc2ccccc2)cc1	11	-3	11	-11	29	-3	-1	25	0.1	-28
COc1ccc2[nH]cc(C(O)CN3CCN(c4ccccc4F)CC3)c2c1 (stereo unspecified)	-14	4	2	14	·	1	-4	-16	0.8	-28
Cc1ccc(NC(=O)C(=O)NCCN2CCN(S(C)(=O)=O)CC2)cc1	-23	-2	·	23	-9	3	4	-2	-0.1	-6
Cc1ccc(-c2onc3ccc(C=O)cc23)cc1	1	4	-34	-1	7	-5	-2	10	-2.7	8
CCN(C(=O)C1CCCN1S(=O)(=O)c1ccc2c(c1)n(C)c(=O)c(=O)n2C)c1ccccc1 (stereo unspecified)	-7	·	-14	7	-3	·	-5	-4	-0.6	-33
COc1ccc(NC(=O)Cn2cccc2)c(OC)c1	13	1	3	-13	-2	-6	-1	-13	·	7

Record cards (already shown).
Profile of CCN(C(=O)C1CCCN1S(=O)(=O)c1ccc2c(c1)n(C)c(=O)c(=O)n2C)c1ccccc1 (stereo unspecified) = SR-BI HDL uptake: -7; NSD2 inh: ·; Rtt109 HAT inh: -14; SR-BI uptake up: 7; MITF TRPM1 HTS: -3; CAL PDZ FP-1: ·; dFosB act: -5; PvdQ inh: -4; CAL PDZ FP-2: -0.6; PfHsp90 yeast 2: -33
Profile of Cc1ccc(NC(=O)C(=O)NCCN2CCN(S(C)(=O)=O)CC2)cc1 = SR-BI HDL uptake: -23; NSD2 inh: -2; Rtt109 HAT inh: ·; SR-BI uptake up: 23; MITF TRPM1 HTS: -9; CAL PDZ FP-1: 3; dFosB act: 4; PvdQ inh: -2; CAL PDZ FP-2: -0.1; PfHsp90 yeast 2: -6

(continued)
SMILES	SR-BI HDL uptake	NSD2 inh	Rtt109 HAT inh	SR-BI uptake up	MITF TRPM1 HTS	CAL PDZ FP-1	dFosB act	PvdQ inh	CAL PDZ FP-2	PfHsp90 yeast 2
COc1ccc(C(=O)Nc2ccc(-c3ccc(NC(=O)c4ccc(OC)cc4)c(OC)c3)cc2OC)cc1	·	-1	0	·	8	-4	-8	8	1.0	-1
Cc1ccc(N=Nc2c(C)[nH]n(C(N)=S)c2=O)cc1C	5	0	-1	-5	4	-1	-5	-8	-0.6	-36
COc1ccc(/C=N/n2cc(-c3ccccc3)nc2N)cc1	-12	·	-1	12	14	1	-9	5	·	5
Cc1ccccc1OCC(=O)NCC(c1ccco1)N1CCCCC1 (stereo unspecified)	19	5	-9	-19	-9	-3	-1	-5	-1.5	4
COc1cc(/C=N/Nc2nc3ccccc3s2)cc([N+](=O)[O-])c1O	-31	6	6	31	3	-2	-10	-8	2.9	-45
COc1ccc(Nc2nc(N)nc(CSc3nccn3C)n2)cc1	-5	2	1	5	6	-3	-9	-15	-1.5	10
CCOC(=O)[C@@H]1[C@H]2COc3cc(OC)ccc3[C@H]2N2C(=O)N(c3ccc(F)cc3)C(=O)[C@]12C	-4	·	3	4	0	-1	-1	-14	-0.3	-21
CCOC(=O)C1CCN(C(=O)C(CCSC)NC(=O)c2ccccc2OC)CC1 (stereo unspecified)	-18	32	-4	18	-8	·	-9	-9	-0.5	8
O=C(N/N=C/c1ccc([N+](=O)[O-])o1)c1ccc2c(c1)OCO2	5	-1	-4	-5	-98	-3	-8	-1	-2.2	25
CC1CCc2sc(C(=O)NNS(=O)(=O)c3ccc(F)c(F)c3F)cc2C1 (stereo unspecified)	6	1	5	-6	-10	-3	-14	-9	-1.8	·
Clc1cccc(CSc2nnc(-c3sccc3-n3cccc3)o2)c1	38	1	1	-38	0	2	-9	0	·	-21
O=C(Nc1ccc(S(=O)(=O)NCCc2ccccc2)cc1)c1ccco1	3	1	-2	-3	-6	·	-11	-4	-2.4	·
C/C=C\C(=O)Nc1cccc(C2=NOC3(C2)C[C@@H](C(N)=O)N(C(=O)CC(c2ccccc2)c2ccccc2)C3)c1 (stereo partly specified)	13	·	23	-13	-2	-8	-1	-5	-0.9	13
NC(=O)c1ccc(NC(=S)NCc2ccco2)cc1	-4	-1	6	4	23	-6	-3	0	0.1	-18
COc1ccc(N2CCN(C3CCCCC3NS(=O)(=O)c3ccc(Cl)cc3)CC2)cc1 (stereo unspecified)	-1	-6	-2	1	2	1	2	0	-2.1	-2
CC1CCN(C(=O)c2ccc(NS(=O)(=O)c3ccccc3)cc2)CC1	-2	·	-1	2	2	1	-17	1	-2.8	4
C/C=C/c1ccc(OCC(=O)OCC(=O)NC2CC2)c(OC)c1	-13	1	-12	13	6	-2	-6	-8	-1.7	1
CC(C)c1ccc(C(=O)N/N=C/c2cccc(Cl)c2Cl)cc1	-6	-2	-9	6	39	-2	-4	-16	-0.6	0
O=C(COC(=O)c1ccccn1)NC12CC3CC(CC(C3)C1)C2	-3	-2	3	3	·	-2	6	-1	-0.6	2
CCCCOc1ccc(C(=O)NCC(=O)N2CC=C(c3ccccc3)CC2)cc1	31	-2	0	-31	0	-1	-9	1	-1.4	·
Cc1cccc(NC2=NC(C)(C)N=C(N)N2)c1C	-7	2	1	7	4	5	-3	0	-2.4	9
CC(C)[C@H](NC(=O)N1CC(=O)Nc2ccccc21)C(=O)N1CCC[C@H]1C(=O)O	-8	·	-4	8	2	3	-6	-13	-0.2	-3
c1ccc(-c2nc(-c3ccco3)cs2)nc1	-18	5	-4	18	91*	-8	-18	-9	-0.1	-5
Cc1ccc(S(=O)(=O)N/N=C/c2ccc(O)cc2O)cc1[N+](=O)[O-]	3	1	-2	-3	10	-5	-2	5	-0.1	-17
C=CCC1(NCc2ccco2)CCN(CC)CC1	11	5	·	-11	11	1	2	-20	-2.7	-1

Remaining list, next part
SMILES	SR-BI HDL uptake	NSD2 inh	Rtt109 HAT inh	SR-BI uptake up	MITF TRPM1 HTS	CAL PDZ FP-1	dFosB act	PvdQ inh	CAL PDZ FP-2	PfHsp90 yeast 2
O=C1CC(c2ccccc2)CC(O)=C1C=Nc1ccccc1 (stereo unspecified)	-13	0	-7	13	18	-4	-7	-8	-0.3	25
Cc1cccc(CCNC(=O)CNS(=O)(=O)c2ccc3nc(C)sc3c2)c1	7	-1	-3	-7	-7	-7	2	-10	-2.7	7
CCN1CCN(CCCN(Cc2ccco2)C(=S)Nc2ccc(C)c(Cl)c2)CC1	0	9	4	0	1	1	-6	-12	-2.8	·
N#CCSc1nnc(C2CCCCC2)n1Cc1ccccc1	-11	-2	5	11	·	-10	-3	-16	·	·
CC(C)(C)c1ccc(S(=O)(=O)N2CCN(CC(=O)N3CC(=O)Nc4ccccc43)CC2)cc1	-12	0	0	12	-13	-7	-9	-9	-0.6	-11
O=C(Nc1ccc(Cl)cc1)C1CC2CCCC(C1)C2=O (stereo unspecified)	0	-2	-11	0	1	·	2	0	-1.3	·
CCOC(=O)O[C@]1(C(=O)COC(=O)CC)CC[C@H]2[C@@H]3CCC4=CC(=O)C=C[C@]4(C)[C@H]3[C@@H](O)C[C@@]21C	-25	·	2	25	3	-3	-5	-10	-0.5	-3
O=C1c2ccccc2C(=O)N1CC(O)COc1ccccc1Cl (stereo unspecified)	10	-2	12	-10	67	-4	0	8	-1.5	-10
O=c1[nH]c(N2CCN(Cc3ccccc3)CC2)nc2c1CCC2	-18	0	4	18	-1	-6	0	7	-1.6	-7
COc1ccc(NC(=O)CSc2ccc(-c3sc(C)nc3C)nn2)cc1OC	20	8	-5	-20	7	-4	-17	-13	-0.9	-1
Cc1c2cnn(CC(=O)NCc3ccccn3)c(=O)c2c(C)n1Cc1ccccc1	-18	·	-4	18	·	-3	4	-8	-0.5	5
COc1ccc(C)cc1NC(=O)C1C2C=CC(C2)C1C(=O)O (stereo unspecified)	-1	2	4	1	-3	-3	-2	10	-0.2	13
O=C(CN1CCOC1=O)N1CCCC(N2CCN(c3cccc(C(F)(F)F)c3)CC2)C1 (stereo unspecified)	-14	-2	-3	14	-1	-5	-3	-9	-2.9	8
Cn1cc(/C=C(\NC(=O)c2ccccc2Cl)C(=O)NCCCn2ccnc2)c2ccccc21	-3	33	10	3	3	0	-12	4	-2.9	2
COc1ccc(CC(=O)N(Cc2ccccc2)c2ccc(C)cc2)cc1OC	8	0	10	-8	-5	-7	-16	-10	-1.4	-6

Compound activity (PubChem)
